NPYLR7 agonist = activates Aedes aegypti NPYLR7 receptor | HEK293T NPYLR7/Galpha15, GCaMP6s calcium fluorescence | activation, % at 10 µM | 270,000 tested, 0.15% active; in the data active = activation above about 40%;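 note: 0% = vehicle and 100% = reference agonist at the receptor; some compounds past the cut are filed as inactive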
mcGAS lum = blocks mouse cGAS activity; Q8C6L5; recombinant cGAS, Kinase-Glo ATP depletion luminescence; inhibition, % at 12.5 µM; 160,000 tested, 0.15% active; AID 1259399;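 note: 0% = negative control wells and 100% = reference inhibitor with no enzyme activity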
hcGAS inh = blocks human cGAS activity. inhibition, % at 12.5 µM. recombinant h-cGAS, ATP depletion, Kinase-Glo luminescence. AID 1259398. 290,000 tested, 0.081% active;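 note: 0% = vehicle reaction and 100% = reaction without DNA for no activity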
Target sequence (Q8N884 whole entry, looked up): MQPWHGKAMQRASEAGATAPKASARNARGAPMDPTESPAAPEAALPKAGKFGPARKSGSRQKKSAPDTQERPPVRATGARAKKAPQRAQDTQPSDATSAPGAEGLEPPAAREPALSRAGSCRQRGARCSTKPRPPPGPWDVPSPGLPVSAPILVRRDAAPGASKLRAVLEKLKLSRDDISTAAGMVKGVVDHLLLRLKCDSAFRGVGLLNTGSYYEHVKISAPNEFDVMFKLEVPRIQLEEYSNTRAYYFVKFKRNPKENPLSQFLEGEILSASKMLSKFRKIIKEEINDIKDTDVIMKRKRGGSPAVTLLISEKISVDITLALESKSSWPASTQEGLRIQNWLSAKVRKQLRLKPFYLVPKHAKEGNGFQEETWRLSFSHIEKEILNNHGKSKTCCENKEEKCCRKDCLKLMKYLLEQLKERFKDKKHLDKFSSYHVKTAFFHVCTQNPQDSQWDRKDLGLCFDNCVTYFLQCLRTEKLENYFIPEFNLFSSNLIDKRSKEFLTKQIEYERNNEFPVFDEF
Starred values were filed as active, the others as inactive; x = no result given; & = joins results of further samples. Cut-off read from the data, not from the text of the source, unless noted: active = inhibition above about 40%; inactive = the rest.

SMILES | NPYLR7 agonist | mcGAS lum | hcGAS inh
Cc1csc(Sc2ccc(NC(=O)C(C)NC(=O)c3ccco3)c(C)c2)n1 (stereo not given) | 0 | x | 0
Cc1ccccc1Cn1c(C)n[nH]c1=O | 11 | x | -6
Cn1c(-c2ccsc2)cc2c(Nc3cccc(NS(C)(=O)=O)c3)nccc21 | -8 | -4 | -3
CC(C)Cc1cc(C(=O)N2CCNC(=O)C2C(C)C)nc(N)n1 (stereo not given) | 14 | x | -6
CCc1c(C)nc(SCC(=O)Nc2ccc(Br)cc2)c(C#N)c1C | 3 | -2 | 10
O=c1c2sccc2n(Cc2cc(=O)n3ccccc3n2)c(=O)n1-c1cc(F)ccc1F | 9 | x | -9
CC(NC(=O)CSc1nnc(-c2ccco2)n1C)c1ccc(F)cc1 (stereo not given) | 15 | x | -13
CCC(C(=O)N1CCC2(CC1)C(=O)N(CC(=O)Nc1ccc(F)cc1)CN2c1ccccc1)c1ccccc1 (stereo not given) | 28 | -4 | -8
NC(=O)c1cc2ccccc2oc1=NNC(=O)c1ccc(Cl)cc1 | 5 | -6 | -5
CCOC(=O)c1c(NC(=O)c2ccc(C)cc2)sc(C(=O)Nc2ccccc2F)c1C | 11 | -5 | -5

The final 6 compounds of the part above are carried over, then new ones follow:
SMILES | NPYLR7 agonist | mcGAS lum | hcGAS inh
CCc1c(C)nc(SCC(=O)Nc2ccc(Br)cc2)c(C#N)c1C | 3 | -2 | 10
O=c1c2sccc2n(Cc2cc(=O)n3ccccc3n2)c(=O)n1-c1cc(F)ccc1F | 9 | x | -9
CC(NC(=O)CSc1nnc(-c2ccco2)n1C)c1ccc(F)cc1 (stereo not given) | 15 | x | -13
CCC(C(=O)N1CCC2(CC1)C(=O)N(CC(=O)Nc1ccc(F)cc1)CN2c1ccccc1)c1ccccc1 (stereo not given) | 28 | -4 | -8
NC(=O)c1cc2ccccc2oc1=NNC(=O)c1ccc(Cl)cc1 | 5 | -6 | -5
CCOC(=O)c1c(NC(=O)c2ccc(C)cc2)sc(C(=O)Nc2ccccc2F)c1C | 11 | -5 | -5
CCOC(=O)c1c(C)nn(-c2ccc(C(=O)NCCC3=CCCCC3)cc2)c1C | -6 | -3 | -5
CCC(C)C(NC(=O)C(C)Cl)C(=O)Nc1nnc(-c2ccc(N(C)C)cc2)s1 (stereo not given) | 12 | -7 | -4
Cc1nnc(SCC(=O)N2CCc3c([nH]c4ccccc34)C2C(C)(C)C)s1 (stereo not given) | 1 | -2 | -4
O=C(Nc1nc2c(s1)CCCCCC2)c1ccc(-n2cc[nH]c2=S)cc1 | 11 | x | -7
O=[N+]([O-])c1cc(S(=O)(=O)C(F)(F)F)ccc1Sc1nnnn1-c1ccccc1 | 0 | 12 | -7
CCn1cc(NC(=O)C(=O)NCC(C)(C)c2ccc(F)cc2)cn1 | 3 | 0 | 3
Cc1ccc(S(=O)(=O)N(CCC(C)C)Cc2c(-c3ccccc3)noc2N2CCN(C)CC2)cc1 | 5 | -3 | -4
COc1ccc(CNC(=O)C2CCN(c3ccc(C(F)(F)F)cc3[N+](=O)[O-])CC2)cc1 | 3 | x | -7
CCc1nc2ccc(C(=O)N(C)Cc3ccccc3)cn2c1N(C)Cc1nccs1 | -7 | -3 | -3
Cc1ccc(-c2nc(NCCNS(=O)(=O)c3ccc(C)cc3)c3ccccc3n2)cc1 | 5 | -4 | 1
O=C(NC1CCCN(Cc2ccc(Cl)cc2)C1)C1CCCC1 (stereo not given) | x | -12 | -7
COCCCNc1nc(Nc2ccc(OC)cc2)c2cnn(-c3ccccc3)c2n1 | 2 | -8 | -5
C#CCNC(=O)c1ccc2sc([C@H]3C[C@H](O)[C@@H](CO)O3)nc2c1 | 14 | -9 | -4
Cc1ccc(NC(=O)NCC2CCN(Cc3cccc(O)c3)C2)cc1 (stereo not given) | 4 | x | -3
COCC(=O)Nc1cc(-c2cccs2)nn1-c1nc(C)cc(=O)[nH]1 | 1 | x | -4
Cc1cc(C)c2nc(SC(C)C#N)cc(C)c2c1 (stereo not given) | 11&3 | x | -2&5
Cc1noc(-c2ccc(OC(F)(F)F)cc2)c1C(=O)NCC1COC(C)(C)O1 (stereo not given) | 0 | -8 | -10
CCNC(=O)C(C)NS(=O)(=O)c1ccc(F)c(C#N)c1 (stereo not given) | 2 | x | -4
COC(=O)CCC(NC(=O)c1nn(C)c(=O)c2ccccc12)C(=O)OC (stereo not given) | 7 | -5 | -7
COc1cc(NC(=O)c2cccc3c(-c4cnn(C)c4)coc23)cc(OC)c1OC | 32 | -2 | -3

Some of the entries so far, as comma-separated lines.
SMILES,NPYLR7 agonist,mcGAS lum,hcGAS inh
CCOC(=O)c1c(C)nn(-c2ccc(C(=O)NCCC3=CCCCC3)cc2)c1C,-6,-3,-5
CCC(C)C(NC(=O)C(C)Cl)C(=O)Nc1nnc(-c2ccc(N(C)C)cc2)s1 (stereo not given),12,-7,-4
Cc1nnc(SCC(=O)N2CCc3c([nH]c4ccccc34)C2C(C)(C)C)s1 (stereo not given),1,-2,-4
O=C(Nc1nc2c(s1)CCCCCC2)c1ccc(-n2cc[nH]c2=S)cc1,11,x,-7

(more compounds)
SMILES | NPYLR7 agonist | mcGAS lum | hcGAS inh
CNc1nc2cnc(Nc3ccc4c(c3)OCCO4)cc2n1CC1CC1 | 9 | -8 | -6
CCOC(=O)c1[nH]c2ccccc2c1NC(=O)c1ccccc1I | 1 | -5 | -1
COc1cc(OC)cc(OCc2ncc(-c3ccccc3)o2)c1 | -3 | x | 6
CCN(Cc1ccccc1)C(=O)c1ccccc1N1CCC(N)CC1 | 5 | -6 | -6
CCc1nn(-c2ccc(F)cc2)c(N2CCN(C(C)C)CC2)c1CN(CC(C)C)C(=O)COC | -13 | 0 | 0
O=C(CN1C(=O)c2ccccc2C1=O)Nc1nc2ccccc2s1 | -7 | -5 | -6
CCOC(=O)Cn1c(=O)c2c(nc3n2CCCN3c2cccc(C)c2C)n(C)c1=O | 5 | x | 4
Cc1ccc(C)c(NC(=O)CCNC(=O)c2cc(C3CC3)[nH]n2)c1 | -8 | -16 | -6
COc1ccccc1-c1noc(CCCC(=O)Nc2ccc(C(=O)N3CCCCC3)cc2)n1 | -3 | x | 1
CCS(=O)(=O)Nc1ccc(C2=NN(S(C)(=O)=O)C(c3ccc(C)cc3)C2)cc1 (stereo not given) | 11 | 0 | -1
O=C(NC1CCCc2occc21)c1nc(C2CC2)n(-c2ccccc2Cl)n1 (stereo not given) | 3 | x | 0
CS(=O)(=O)CCN1CCN(Cc2ccc(Cl)cc2Br)CC1 | -8 | 14 | 9
CCOc1ccccc1NC(=O)c1c(NC(=O)c2ccccc2F)sc2c1CCCC2 | -4 | -5 | -8
CCOc1ccccc1-n1c(-c2ccccc2)cc(C(=O)NCCCN2CCOCC2)c1C | 28 | -6 | -7
COc1c(Cl)cc(Cl)cc1CN1CC[C@@H](N)[C@@H](OC)C1 | 8 | x | -5
CC(c1ccccc1)n1cnnc1CCc1ccccc1 (stereo not given) | 2 | x | -6
CCCNC(=O)Cn1c(-n2nc(C)cc2C)nc2c(c1=O)CCC2 | x | -7 | -6
Cc1ccccc1Nc1nnc(C(O)c2ccccc2CN2CCOCC2)s1 (stereo not given) | 5 | -7 | -5
CSCCCNC(=S)NC1CCSc2ccccc21 (stereo not given) | -5 | -6 | -5
COc1cc(C(C2Sc3nc(C)nn3C2=O)N2CCc3ccccc3C2)cc(OC)c1OC (stereo not given) | 1 | -5 | -1
Cc1ccc(CN2CCN(Cc3ccncc3)CC2CCO)cc1 (stereo not given) | 11 | x | -12
COc1ccc(-c2c(C#N)c(OCC(C)=O)nc3c2c(C)nn3-c2ccccc2)cc1 | 0 | x | -6
Fc1ccc(-n2cc(-c3ccnc(NCc4ccco4)n3)cn2)cc1 | -2 | -11 | -6
O=[N+]([O-])c1ccc(N2N=C(c3ccccc3)CC2c2ccc(F)cc2)cc1 (stereo not given) | 1 | x | -5
CCc1ccccc1N(CC(=O)N/N=C\c1sccc1C)S(=O)(=O)c1ccccc1 | 5 | x | -8
COCCN(Cc1cnn(C)c1)C(=O)c1cccc(C(F)(F)F)c1 | 16 | x | -6
CCC(C)n1c(C)c(C)n2c3c(=O)n(CC(C)=O)c(=O)n(C)c3nc12 (stereo not given) | -9 | x | -5
N#Cc1ccc(C(=O)OCc2ccc(F)cc2Cl)cc1 | 5 | x | -7
NCCn1ncc2c(N3CCOCC3)ncnc21 | -4 | x | 4
COc1cccc(-c2nc3ccccn3c2NCc2ccccc2)c1 | -2 | -8 | -8
CC(=O)C(C)n1c(=O)c2c(nc3n(-c4ccc(F)cc4)c(C)c(C)n23)n(C)c1=O (stereo not given) | 10 | x | -7
Nc1nc(N)c2nc(-c3cccc(O)c3)c(-c3cccc(O)c3)nc2n1 | -10 | -4 | -5
O=C(CC1CCCCN1S(=O)(=O)c1ccccc1)Nc1ncccn1 (stereo not given) | 9 | x | 9
CC(C)(C)c1nnc2sc(SCC(=O)c3ccc4c(c3)NC(=O)CO4)nn2c1=O | 5 | x | -8
Cc1ccc(NC(=O)CC(=O)N(C)Cc2sccc2C)cc1 | 4 | -17 | -4
COCCN(CC(=O)N(Cc1cccn1Cc1ccccc1Cl)C1CCCCC1)C(=O)c1cccc(C(F)(F)F)c1 | -2 | -5 | -7
O=C(NCC1CCCN(Cc2cnn(-c3ccccc3Cl)c2)C1)c1cccs1 (stereo not given) | 11&16 | -9 | -7&-12
O=C(C1CCCC1)N1CCN(c2nc(-c3cccs3)nc3cc(Cl)ccc23)CC1 | 3 | -4 | 0
CCNC(=O)N1CCN(c2cc(Oc3ccc(F)cc3C)ncn2)CC1C (stereo not given) | -10 | -6 | -5
O=S1(=O)Cc2cc(Br)cc(Br)c2O1 | 3 | x | -4

Complete entries from above. Order of screens: NPYLR7 agonist	mcGAS lum	hcGAS inh
O=C(CC1CCCCN1S(=O)(=O)c1ccccc1)Nc1ncccn1 (stereo not given) in the list: 9	x	9
CC(C)(C)c1nnc2sc(SCC(=O)c3ccc4c(c3)NC(=O)CO4)nn2c1=O in the list: 5	x	-8
Nc1nc(N)c2nc(-c3cccc(O)c3)c(-c3cccc(O)c3)nc2n1 in the list: -10	-4	-5
O=C(NCC1CCCN(Cc2cnn(-c3ccccc3Cl)c2)C1)c1cccs1 (stereo not given) in the list: 11&16	-9	-7&-12
O=C(C1CCCC1)N1CCN(c2nc(-c3cccs3)nc3cc(Cl)ccc23)CC1 in the list: 3	-4	0

(further entries)
SMILES | NPYLR7 agonist | mcGAS lum | hcGAS inh
Cc1ccc(NC(=O)Nc2ccc(N3CCc4ccccc4C3)c(C(=O)NCC3CCCO3)c2)c(C)c1 (stereo not given) | 1 | -4 | 2
C=CCN(C(=O)c1cc(-c2ccc(C)s2)[nH]n1)C1CCS(=O)(=O)C1 (stereo not given) | 12 | -17 | -7
O=C(NC1CCCCC1)c1cc(-c2ccc(F)cc2)nn1-c1cccc(Cl)c1 | -3 | -5 | -9
O=C(CSc1nc2ccccc2s1)n1c2ccccc2c2ccccc21 | 3 | -2 | 1
CCn1c(SCC(=O)N/N=C\c2ccc(OC)c(OC)c2OC)nc2ccccc21 | 1 | -2 | -1
Cc1c(Cl)cccc1NC(=O)CSc1nc(=O)n(Cc2ccncc2)c2c1CCC2 | 2 | -8 | -4
CCN(CC)C(=O)Oc1ccc2c(ccn2Cc2cccc(F)c2)c1NC(=O)COCCOC | -2 | -6 | -7
CC(C)COc1cncc(NCC(C)CCO)n1 (stereo not given) | -1 | x | -48
O=C(CCN1CCCCO1)NCCc1nc2ccc(Cl)cc2[nH]1 | 0 | -11 | -2
Cc1cc(C)c(S(=O)(=O)N2CCN(C(=O)c3ccc(-c4ccc([N+](=O)[O-])cc4)o3)CC2)c(C)c1 | -5 | x | 4
O=C(COC(=O)C=Cc1cccs1)NC(=O)NC1CCCC1 | 3 | x | -5
CCc1ccc(-c2cc3c(=O)n(Cc4nc(-c5ccc(OC)cc5)no4)ccn3n2)cc1 | 1 | -9 | -8
CC1CCCCN1CCCNC(=O)C(C1CCCC1)N1CCN(C(=O)c2ccc(C(C)(C)C)cc2)CC1 (stereo not given) | -5 | -7 | -10
Cc1c(N)cccc1-c1nc2ccc(F)cc2n1C1CC1 | 4 | x | -5
COc1ccc(CC(=O)NNc2ncc(C(F)(F)F)cc2Cl)cc1OC | 0 | x | -3
Cc1ccc2nc(-c3ccc(Cl)c(Cl)c3)c(NC(C)(C)C)n2c1 | 10&1 | -10&2 | -10&6
COc1ccc(-n2nc(C(C)(C)C)cc2NC(=O)c2ccc(C(F)(F)F)cc2F)cc1 | 8 | 3 | 4
COc1ccc(N(C)S(=O)(=O)c2ccc(OC)c(N3CCN(C(=O)c4cc(C)on4)CC3)c2)cc1 | 18 | -7 | -2
COc1ccc(CCOC(=O)[C@@H]2CCCN2C(=O)CCCCCNC(=O)OC(C)(C)C)cc1OC | -7 | -2 | -10
CCn1c(C)cc(O)c(C(c2cccc(F)c2)N2CCN(C)CC2)c1=O (stereo not given) | 12 | x | -9
Cc1ccc2cc(CCNC(=O)CC(C)C)c(=O)[nH]c2c1 | 3 | -7 | -9
Cn1c(N)c(N2CCCCC2)c(=O)n(CC(=O)NC(c2ccccc2)c2ccccc2)c1=O | 2 | x | -2
CC1(C(=O)NS(=O)(=O)c2ccccc2Cl)CCN1C(=O)Cc1ccc(-c2ccccc2)cc1 (stereo not given) | 1 | x | -7
COCC(=O)Nc1ccc(N2CCN(C(=O)c3cccs3)CC2)nc1 | 5 | 2 | 5

Screening data from PubChem BioAssay.
